CSM14.1 death rescue – protection against thapsigargin-triggered cell killing – 384-well, CSM14.1, ATP luminescence, primary screen (AID 1222) | CSM14.1 thapsigargin-induced death rescue, ATP luminescence; higher % means a stronger effect | cellular ATP content (survival), % at 20 µM; hits with a dose series show EC50 in µM | 190,000 tested, under 10 active;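 active means EC50 below 50 µM in the dose-response confirmation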;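 further: death triggered by thapsigargin at about 15 µM added after 2 h compound pretreatment; cell ATP read after overnight thapsigargin exposure of roughly 18 to 22 hours; normalized against plate controls of thapsigargin alone and 5% DMSO vehicle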
LYP phosphatase – inhibitors of LYP phosphatase, biochemical, fluorescence intensity, uHTS (AID 1779) | recombinant LYP phosphatase, fluorescence intensity; higher % means a stronger effect | inhibition, % at 11.5 µM; hits with a dose series show IC50 in µM | 290,000 compounds, 0.054% hits;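 further: plate controls were vehicle with enzyme for no effect and no enzyme for full effect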
Myeloid diff MLP – compounds promoting myeloid differentiation; ER-HoxA9 myeloid progenitors, lysozyme-GFP differentiation, flow cytometry; calls only at 10 µM; 360,000 compounds, 1% hits;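 active means normalized GFP-positive differentiation at or above the plate's own cutoff, the solvent-only control mean plus 3 SD; inconclusive means no clear call, values can overlap the other calls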;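 further: cells exposed to compound for four days before flow analysis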
XIAP displacement – XIAP antagonists, biochemical, IAP family, fluorescence polarization (AID 1018); XIAP BIR domain, fluorescence polarization peptide displacement; higher % means a stronger effect; displacement, % at 20 µM, or IC50 in µM where a hit was titrated; 200,000 compounds, 0.007% hits; in the data active means displacement above about 50%; further: a part of the inactive calls stands beside numbers as strong as those of hits
TNAP activation fold – stimulation of alkaline phosphatase TNAP activity – biochemical, luminescent, no phosphate acceptor, uHTS, primary screen (AID 1001) | purified TNAP, luminescent activation assay, no phosphate acceptor; higher activation fold means a stronger effect | activation fold at 20 µM; hits with a dose series show EC50 in µM | 200,000 compounds, 0.03% hits; in the data active means activation fold from about 3, or a potency from the dose series; inactive means the rest, 99 in 100 with activation fold below about 1.6; further: many of its hits are not listed in these tables
M1AAP inhibition – P. falciparum M1AAP inhibitors, biochemical, fluorogenic H-Leu-NHMec substrate, 1536-well (AID 1445); recombinant M1AAP, H-Leu-NHMec fluorogenic kinetic assay; higher % means a stronger effect; inhibition, % at 30 µM, or IC50 in µM where a hit was titrated; 220,000 compounds, 0.42% hits;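 active means primary inhibition above the hit cutoff, then over 50% inhibition at one or more dose response concentrations, cut at about 23% in these data, passing the limit was not always enough; inconclusive means conflicting primary data, or primary hits not chosen for dose response; inactive means low primary inhibition, or under 50% at every dose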;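 further: plate controls were DMSO full reaction for no effect and no enzyme background for full effect; strong numbers were not always called active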
PMI inhibitors – MPI enzyme activity inhibition – biochemical, fluorescence intensity, coupled assay, primary screen (AID 1209); 190,000 compounds, 0.42% hits; one-dose inhibition, % at 20 µM; IC50 in µM for titrated hits; purified PMI enzyme, coupled fluorescence intensity; higher % means a stronger effect;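 further: plate controls were DMSO vehicle for no effect and wells lacking substrate for full effect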
M17LAP inhibition – P. falciparum M17LAP inhibitors, primary screen, biochemical, fluorogenic H-Leu-NHMec substrate, 1536-well (AID 1619); recombinant M17LAP, H-Leu-NHMec fluorogenic kinetic assay; higher % means a stronger effect; one-dose inhibition, % at 30 µM; IC50 in µM for titrated hits; 220,000 compounds, 0.38% hits;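 active means compound inhibiting the enzyme by more than half at any dose during confirmatory dose-response retesting; inconclusive means strong single-dose inhibitors picked by rank but not retested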;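 further: plate controls were full reaction with DMSO carrier for no effect and no enzyme background for full effect; strong numbers were not always called active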
PMI inhibition – MPI inhibition at elevated mannose 6-phosphate – biochemical, fluorescence intensity, high mannose 6-phosphate, primary screen (AID 1220); recombinant PMI enzyme, coupled fluorescence intensity; higher % means a stronger effect; inhibition, % at 20 µM; hits with a dose series show IC50 in µM; 190,000 compounds, 0.66% hits
Myeloid diff MLP GFP+ MAC1+ % – also measured in Myeloid diff MLP; calls as there; GFP+ MAC1+ double positive, %; measured here: differentiation confirmed by MAC1 staining
* = called active by the depositor; i = inactive; ? = inconclusive; · = not tested or not shown; + = active, no number. Unless noted, no stated cut-off is given here; in the data, active means inhibition above about 50%; inactive means the rest.

SMILES | CSM14.1 death rescue | LYP phosphatase | Myeloid diff MLP | Myeloid diff MLP GFP+ MAC1+ % | XIAP displacement | TNAP activation fold | M1AAP inhibition | PMI inhibitors | M17LAP inhibition | PMI inhibition
CCC1CCc2c(sc(NC(=O)c3ccoc3C)c2C(N)=O)C1 (stereo not drawn) | -2.7% | -1% | i | 0.3 | -0.8% | 1.1 | 0% | 17% | 15% | 13%
NC(N)=Nc1ccc(N=C(N)N)cc1 | · | -5% | i | 0.6 | · | · | 0% | · | 5% | ·
O=C(c1ccc(COc2ccc(Cl)cc2)o1)N1CCN(Cc2ccc3c(c2)OCO3)CC1 | 0.4% | -1% | i | 0.9 | -3.0% | 1.1 | 2% | 7% | 1% | 4%
Cc1ccc(CNC(=O)c2oc3ccc(S(=O)(=O)N4CCC5(CC4)OCCO5)cc3c2C)cc1 | 2.5% | 4% | i | 0.5 | -0.5% | 1.2 | 5% | 24% | 6% | 34%
CC(NC(=O)Nc1ccc(F)cc1F)c1ccncc1 (stereo not drawn) | 0.0% | -1% | i | 0.7 | -0.8% | 1.1 | -3% | 19% | 12% | 12%
Cc1ccc(C(=O)NC(=S)N2CC(C)OC(C)C2)cc1[N+](=O)[O-] (stereo not drawn) | -1.2% | -3% | i | 1.0 | -2.4% | 1.1 | 3% | 5% | 12% | 3%
CCCn1cc(CN2CCCC(C(=O)c3cccc(OC(C)C)c3)C2)c(C)n1 (stereo not drawn) | -0.1% | -6% | i | 0.9 | -2.4% | 1 | 1% | 1% | 5% | 0%
Nc1nc(N)c(Cc2ccc(Cl)cc2Cl)c(N)n1 | · | -9% | + | 1.5* | -8.9% | 1 | -4% | -11% | -2% | -1%
Oc1ccc(N=Nc2ccc3c(c2)OCCO3)c(O)c1 | · | -3% | i | 0.6 | · | · | 11% | · | 6% | ·
CCC(=O)c1ccc(OCC(=O)Nc2ccc3nc(C)sc3c2)cc1 | · | -9% | i | 0.5 | · | · | 3% | · | -1% | ·
O=C(Nc1ccc(S(=O)(=O)Nc2nccs2)cc1)c1ccc(=O)[nH]c1 | -1.1% | -5% | i | 0.8 | -13% | 1.1 | 14% | 6% | 10% | 38%
CCc1c(C)nc2ncnn2c1N1CCCC(C(=O)NCCc2ccccc2)C1 (stereo not drawn) | -2.1% | -6% | i | 4.7 | -5.3% | 1.1 | 0% | 2% | 7% | 6%
Cc1cc(=O)n2c(-c3ccc(Cl)cc3)csc2n1 | · | -1% | i | 0.5 | · | · | 12% | · | 8% | ·
N#Cc1c(NC(=O)CCC(=O)O)sc2c1CCCC2 | -1.0% | 3% | i | 1.1 | -7.9% | 1.1 | 6% | 5% | 29% | 3%
CCCCN1C(=S)SC(C)(C)C1/[N+]([O-])=C/c1ccc(S(=O)(=O)NC)cc1 (stereo not drawn) | · | 4% | i | 0.4 | · | · | 3% | · | -2% | ·
OC1CCCN(CC(O)COC(c2ccccc2)c2ccccc2)C1 (stereo not drawn) | · | -6% | i | 0.5 | · | · | 2% | · | 12% | ·
Cc1ccc(N=C2NC(=O)S/C2=C\c2ccco2)cc1 | -2.5% | -1% | i | 0.1 | -7.8% | 1 | 5% | 11% | 2% | 8%
COC(=O)c1ccc(N2CCN(S(=O)(=O)c3ccc(Br)cc3)CC2)c([N+](=O)[O-])c1 | -0.9% | 2% | i | 0.4 | -6.0% | 1 | -2% | 12% | -7% | 14%
COc1ccc(-c2nc(=S)[nH][nH]2)cc1 | · | -9% | i | 0.8 | -4.6% | 1.1 | 2% | 40% | 39µM* | 10%
Cc1cc(Br)ccc1S(=O)(=O)n1ccnc1C | -0.4% | -6% | i | 0.4 | -3.4% | 1.1 | -1% | -7% | -2% | -6%
COc1cc2cc(C(=O)N3CCN(Cc4ccc5c(c4)OCO5)CC3)c(=O)oc2cc1OC | · | -39% | i | 0.3 | · | · | 5% | · | -30% | ·
COc1cc2c(cc1OC)C1C(C(=O)Nc3ccccc3N3CCN(C)CC3)c3ccccc3C(=O)N1CC2 (stereo not drawn) | 0.5% | -3% | i | 0.6 | -4.9% | 1 | 0% | -9% | -5% | -4%
COc1ccc(-c2c(C(F)(F)F)nn(C)c2NC(=O)c2cccnc2)cc1 | · | -4% | i | 1.0 | · | · | 0% | · | 0% | ·
Cc1cc(C)nc(Nc2ncc(O)n2-c2ccc(C)c(C)c2)n1 | 1.3% | -12% | i | 1.9 | -8.4% | 1 | 5% | -6% | -6% | -11%
Cc1ccccc1/C=N/N=C1/NC(=O)CCS1 | · | -3% | i | 0.4 | · | · | 0% | · | 24% | ·
CCc1ccccc1NC(=O)C1CC(c2ccc(F)cc2)=NO1 (stereo not drawn) | -1.1% | 2% | i | 0.4 | -2.9% | 1.2 | 8% | 0% | 1% | -6%
CCOC(=O)CNC(=O)CSc1ncnc2c1cnn2-c1ccccc1 | -1.0% | -1% | i | 0.9 | -4.7% | 1 | 1% | 5% | 0% | 5%
CCC(C)(NC(=O)c1cccc(N2C(=O)CSC2c2ccccc2)c1)C(=O)Nc1ccccc1C (stereo not drawn) | -0.8% | -2% | i | 1.5 | -1.7% | 1.1 | 2% | -6% | -3% | 1%
CC1=C(C(=O)N2CCN(c3cc(C)ccc3C)CC2)C2(CCC(C)CC2)OC1=O (stereo not drawn) | 0.6% | 0% | · | · | 1.9% | 1 | 1% | -8% | -8% | -7%
O=C1c2ccccc2C(=O)N1CSc1nnc(Nc2ccccc2)s1 | -1.4% | -4% | i | 0.3 | -4.6% | 1.1 | -2% | 7% | 1% | 13%

Some of the entries so far, with values under each structure.
Results follow in this order: CSM14.1 death rescue | LYP phosphatase | Myeloid diff MLP | Myeloid diff MLP GFP+ MAC1+ % | XIAP displacement | TNAP activation fold | M1AAP inhibition | PMI inhibitors | M17LAP inhibition | PMI inhibition
Cc1ccc(N=C2NC(=O)S/C2=C\c2ccco2)cc1
 : -2.5% | -1% | i | 0.1 | -7.8% | 1 | 5% | 11% | 2% | 8%
COC(=O)c1ccc(N2CCN(S(=O)(=O)c3ccc(Br)cc3)CC2)c([N+](=O)[O-])c1
 : -0.9% | 2% | i | 0.4 | -6.0% | 1 | -2% | 12% | -7% | 14%

(cont.)
SMILES | CSM14.1 death rescue | LYP phosphatase | Myeloid diff MLP | Myeloid diff MLP GFP+ MAC1+ % | XIAP displacement | TNAP activation fold | M1AAP inhibition | PMI inhibitors | M17LAP inhibition | PMI inhibition
Cc1c(NC2=CC(=O)CC(C)(C)C2)c(=O)n(-c2ccccc2)n1C | 6.3% | -2% | i | 0.6 | -2.6% | 1 | 3% | 2% | -1% | 0%
CNC(=S)c1cc(C(C)(C)C)c(O)c(C(C)(C)C)c1 | · | 5% | i | 0.5 | · | · | 0% | · | -1% | ·
Cc1ccc(C)n1CCN1CCN(S(=O)(=O)c2ccc(F)cc2F)CC1 | · | 0% | i | 0.7 | · | · | 3% | · | 6% | ·
O=C(NCc1ccc2c(c1)OCO2)C1CCCN(S(=O)(=O)c2cccc3nonc23)C1 (stereo not drawn) | -0.8% | -4% | i | 0.6 | -9.6% | 1.1 | 28%* | 6% | 13% | 2%
CCn1cc(S(=O)(=O)CC(=O)Nc2cc(C)ccc2C)c2ccccc21 | -1.4% | -5% | i | 3.6 | -1.2% | 1.2 | 15% | -11% | 8% | -6%
CC1(C)CC(=O)c2cc(C(=O)NNc3ccccc3)c(=O)n(-c3ccccc3)c2C1 | -1.6% | -1% | i | 0.1 | -3.8% | 1.1 | -1% | -19% | 1% | -20%
Cc1ccc(Nc2ccc(C(F)(F)F)cc2[N+](=O)[O-])cc1 | 2.7% | -6% | i | 0.5 | -9.8% | 0.9 | -5% | 13% | -12% | 6%
O=C(Nc1ccccc1N1CCCC1)c1cc2ccccc2o1 | · | -2% | i | 1.9 | -7.7% | 1.1 | 8% | -40% | 8% | -74%
CCC(CO)Nc1nc(CN2CCCCC2)nc2scc(-c3ccccc3)c12 (stereo not drawn) | -1.8% | 6% | i | 0.2 | -2.0% | 1.1 | 13% | 3% | -3% | 3%
COc1cc(OC)cc(C(=O)OCCNC(=O)Cn2cnc3c2c(=O)n(C)c(=O)n3C)c1 | -0.9% | -4% | · | · | -0.7% | 1.2 | 11% | -2% | 6% | 4%
COC(=O)[C@H](CCSC)NC(=O)Nc1cccc(C)c1C | · | -4% | i | 0.5 | · | · | 2% | · | -8% | ·
O=C(/C=C/c1ccc2c(c1)OCO2)c1ccccn1 | · | -1% | i | 0.5 | · | · | 5% | · | 2% | ·
COc1ccc(CNC(=O)c2ccc3c(c2)NC(=O)C(C)S3)cc1 (stereo not drawn) | · | -8% | i | 0.1 | · | · | 5% | · | -5% | ·
COc1cc(NC(=O)C2CCN(S(=O)(=O)c3ccc(Cl)cc3)CC2)ccc1-n1cnnn1 | -3.1% | 3% | i | 1.1 | -5.2% | 1.1 | 9% | 11% | 1% | 5%
O=C(O)CCc1ccc(-c2ccccc2)n1-c1cccc(O)c1 | · | 1% | i | 6.6 | -9.7% | 1.1 | 9% | 16% | 25% | 10%
CN(C)c1nc(N2CCN(c3ccccc3)CC2)c(C#N)c(=O)o1 | 0.0% | 0% | i | 1.3 | -1.0% | 1.1 | 4% | 7% | 10% | 10%
O=C(NCC1CCCCC1)c1ccco1 | 7.5% | 3% | i | 0.7 | -4.4% | 1.1 | -1% | 14% | -2% | 9%
Cc1cc(=O)oc2cc(OCC(=O)N3c4ccccc4CC3C)ccc12 (stereo not drawn) | 0.0% | -6% | ? | · | -0.3% | 1 | 0% | 9% | -3% | 11%
C[C@@H](C(=O)Nc1ccc2ccccc2c1)[C@@H]1C[C@@]1(C)[C@@H](NC(=O)c1ccccc1)c1ccccc1 | -3.0% | 4% | i | 0.8 | -7.2% | 1.3 | 8% | 19% | -6% | 18%
COc1ccccc1Nc1cc(N2CCOCC2)c2nonc2c1[N+](=O)[O-] | -0.4% | -7% | i | 0.4 | -3.3% | 0.9 | 2% | 19% | 2% | 49%
Cn1c(C(=O)Nc2ccc3c(c2)OCO3)cc2sccc21 | -3.7% | -6% | i | 4.8 | -0.3% | 1.2 | -1% | 4% | 15% | 24%
O=C(Nc1cccc(S(=O)(=O)Nc2ccccc2Cl)c1)c1ccc(N2CCCC2)c([N+](=O)[O-])c1 | -2.3% | -3% | i | 0.3 | -3.0% | 0.9 | 5% | 18% | 3% | 16%
Cc1ccc(NC(=O)c2ccc(CSc3nnc(-c4ccncc4)n3C)cc2)c(C)c1 | -3.5% | -5% | i | 1.1 | -5.7% | 1.1 | 6% | 10% | -6% | 12%
Cc1cccc(NC(=S)N(CCCN2CCOCC2)Cc2ccccn2)c1 | -2.7% | -2% | i | 0.9 | -22% | 1.1 | -1% | -1% | 5% | 1%
CCc1c(C)sc(NC(=O)c2cc(-c3ccc(O)cc3)on2)c1C#N | 0.6% | -4% | i | 0.6 | -5.1% | 1.1 | 8% | 0% | 0% | -1%

Part of the list above, showing only TNAP activation fold.
Molecule	TNAP activation fold
Cc1cccc(NC(=S)N(CCCN2CCOCC2)Cc2ccccn2)c1	1.1
CCc1c(C)sc(NC(=O)c2cc(-c3ccc(O)cc3)on2)c1C#N	1.1
